Assay outcomes (PubChem)
S3 lipid droplet: qHTS Assay for Lipid Storage Modulators in Drosophila S3 Cells; 320,000 compounds, 0.64% hits; Potency in µM for hits, for the others lipid storage change, negative = inhibition, % at the top dose, mostly 46.1 µM; Drosophila S3 cells, BODIPY lipid droplet fluorescence, 18-24 h; cells fed with added oleic acid; AID 2685, 2010; active = well fitted inhibition curve with a large enough effect in the signal ratio, with a control signal flat, not every such curve was filed as active; inconclusive = small, poorly fitted or top-dose-only effect, or effect the other way, or a change in a side signal; the % refers to the signal ratio
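Drosophila S3 cells got compounds at several concentrations plus oleic acid (400 uM solution). Laser-scanning cytometry with 488 nm excitation read lipid droplets at 500-530 nm and cells at 575-640 nm. Percent activity was relative to 20 uM Triacsin C.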
S3 lipid droplet cell count max: recorded beside S3 lipid droplet, whose call it bears; cell number change, %; measured here: cell count max response;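 cells counted by Cell Tracker Red CMTPX staining in the red channel; peak over a dose series mostly up to 46.1 µM; percent activity relative to internal control wells on each plate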
Numbers without * were called inactive; i = inactive; u = inconclusive; x = not tested or not shown; [ ] = remark or other dose. % is scaled to controls: 0 for no effect and ±100 for the full control effect; potency is read from the fitted curve at half-maximal effect. A portion of the library; the hit share may differ from the screen's.

The opening six records, ahead of the listing:
S3 lipid droplet	S3 lipid droplet cell count max	structure
5.9%	-13.0	Cn1c(=O)c2c(-c3ccccc3)n(C3CCCCC3)cc2n(C)c1=O
2.8%	2.4	CCS(=O)(=O)N1Cc2ccccc2CC1C(=O)Nc1nnc(SCc2c(Cl)cccc2Cl)s1 (centres undefined)
u	x	O=C(NCc1ccccc1F)c1ccc2c(c1)OCO2
u	x	CC(=O)c1ccc(Sc2ccccc2)cc1
u	x	COc1ccccc1C1C(C#N)=C(N)Oc2c1c(-c1ccccc1)nn2-c1ccccc1 (centres undefined)
u	x	O=C1CN(S(=O)(=O)c2cccc(Cl)c2Cl)CCN1

All compounds of this part, from the start:
S3 lipid droplet	S3 lipid droplet cell count max	structure
5.9%	-13.0	Cn1c(=O)c2c(-c3ccccc3)n(C3CCCCC3)cc2n(C)c1=O
2.8%	2.4	CCS(=O)(=O)N1Cc2ccccc2CC1C(=O)Nc1nnc(SCc2c(Cl)cccc2Cl)s1 (centres undefined)
u	x	O=C(NCc1ccccc1F)c1ccc2c(c1)OCO2
u	x	CC(=O)c1ccc(Sc2ccccc2)cc1
u	x	COc1ccccc1C1C(C#N)=C(N)Oc2c1c(-c1ccccc1)nn2-c1ccccc1 (centres undefined)
u	x	O=C1CN(S(=O)(=O)c2cccc(Cl)c2Cl)CCN1
u	x	CC1S/C(=N/N=C/c2ccco2)N(Cc2ccc(F)cc2)C1=O (centres undefined)
u	x	CC(C)(C)c1ccc(-c2noc(-c3ccno3)n2)cc1
18.8%	7.0	COc1ccc(N2CCN(c3nc4c(c(=O)n(C)c(=O)n4C)n3CCCc3ccccc3)CC2)cc1
-2.6%	6.1	N#Cc1c(Cl)nsc1NCCN1CCOCC1
i	3.7	COCCCNC(=O)CN1C(=O)CSc2ccc(S(=O)(=O)N3CCOCC3)cc21
9.1%	-0.8	CC(C)n1ncc2c(C(=O)Nc3ccc(S(C)(=O)=O)cc3)cc(C3CC3)nc21
u	x	CC(=O)NC(CC(=O)Nc1ccc(S(=O)(=O)Nc2nccs2)cc1)c1ccccc1 (centres undefined)
-8.8%	-26.0	CCC(C(=O)OC)n1cnc2c(cnn2-c2ccc(Cl)cc2)c1=O (centres undefined)
-18.4%	5.0	Cc1ccc(SCc2ccc(C(=O)NCc3cccnc3)cc2)cc1
u	x	Cc1ccc(OC(=O)COc2ccccc2)c(-n2nc3ccccc3n2)c1
u	x	CCn1c(SCC(=O)Nc2cc(OC)ccc2OC)nc2c(c1=O)SCC2
10.4%	0.3	CC(C)(C)NC(=S)N/N=C/c1c(Cl)cccc1Cl
u	x	CC(C)(C)NC(=O)Cn1nnc(-c2cccs2)n1
u	x	Cc1ccccc1CNC(=O)COc1ccccc1
-2.8%	3.7	CC(=O)Nc1cc[n+](CC(=O)c2cccc([N+](=O)[O-])c2)cc1
u	x	Cc1csc2ncc(C(=O)N3CCCc4ccccc43)c(=O)n12
i	4.4	CC1CCCN(C(=O)Cn2nnc(-c3ccc(S(C)(=O)=O)cc3)n2)C1 (centres undefined)
i	-12.6	O=C(NC1CC2CCCC(C1)N2Cc1ccccc1)c1cccc(F)c1 (centres undefined)
9.0%	24.4	COC(=O)CNC(=O)COC(=O)/C=C/c1ccc2ccccc2n1
14.3%	6.6	COc1cccc(NC(=O)Cn2c(CCC(=O)O)ccc2-c2ccc(Cl)cc2)c1
-4.0%[0.0737 µM]	x	COc1cccc(NC(=O)CN(C)C(=O)c2ccc(-c3cccc(C(F)(F)F)c3)o2)c1
u	x	CC(C)c1nc(SCC(=O)NC(=O)NC(C)(C)C)n[nH]1
u	x	Cc1ccc(NC(=O)COC(=O)c2c(-c3ccccc3)noc2C)cc1
u	x	COc1ccccc1C1CCN(Cc2ccc(Cl)c(Cl)c2)CC1
u	x	O=C(NCCN1CCOCC1)c1ccc2c(c1)N(Cc1cccc(F)c1)C(=O)c1ccccc1S2
17.3%	-10.5	C[C@H](NC(=O)c1nc[nH]c1C(=O)N1CCN(C(=O)OC(C)(C)C)CC1)C(=O)OCc1ccccc1
-10.9%	8.7	COc1ccc(C(=O)NNC(=O)C2CCCO2)cc1 (centres undefined)
1.3%	8.5	COc1ccc(-c2noc(CN3CCCC(OCc4ccccn4)C3)n2)cc1 (centres undefined)
16.5%	-1.7	O=C(Cc1ccccc1)Nc1cccc(NC(=O)c2cccs2)c1
14.2%	0.6	O=C(O)CCC1OC(=O)C(O)=C1c1ccccc1 (centres undefined)
u	x	Cc1nnc(NC(=O)c2c(-c3ccccc3Cl)noc2C)s1
2.9%	-5.9	O=C(CCN1C(=O)c2ccccc2C1=O)N1CCN(Cc2ccccc2)CC1
5.3%	7.5	CCS(=O)(=O)N1CCC(C(=O)NCc2ccc3c(c2)OCO3)CC1
-12.5%	2.0	COC(=O)c1c(C)[nH]c(C=O)c1-c1ccccc1
1.64µM*	-27.1*	O=C1CN(c2nc(-c3cccs3)nc3sc4c(c23)CCCC4)CCN1
u	x	COc1ccc(-n2ncc3c2CC(C)(C)CC3NC(=O)CCC2=NNC(=O)CC2)cc1 (centres undefined)
i	x	Cn1c(SCC(=O)NCC2CCCO2)nnc1-c1c[nH]c2ccccc12 (centres undefined)
-8.7%	-4.2	C/C(O)=c1/c(=O)nc2cccc3c2=c1c1ccccc1c3=O
u	x	O=S(=O)(c1cccc(F)c1)N1CCN(C(=S)NCc2ccccc2)CC1
-11.8%	8.3	COc1ccccc1OCC(=O)c1[nH]c(C)c(C(C)=O)c1C
u	x	O=C(CN1C(=O)NC(Cc2c[nH]c3ccccc23)C1=O)Nc1ccc(Br)cc1F (centres undefined)
i	-3.6	CCOc1ccccc1C(=O)N(C)Cc1cc2cc(OC)ccc2[nH]c1=O
u	x	Cc1ccc(OCC(=O)N/N=C/c2cn(C)c3ccccc23)cc1
-0.4%	7.2	CCOC(=O)C/C(C)=N\Nc1ccc([N+](=O)[O-])cc1[N+](=O)[O-]
u	x	COc1ccc(CN2CCN(C(=O)c3cccc4ccccc34)CC2)c(OC)c1OC
i	8.6	CC1(C)CC(NC(=O)COc2ccc3c4c(c(=O)oc3c2)CCCC4)CC(C)(C)N1
u	x	CS(=O)(=O)c1ccc(-c2nnc(NC(=O)C3=COCCO3)o2)cc1
-14.1%	15.4	S=C(NCCN1CCCCC1)Nc1ccccc1
0.7%	13.1	O=C(NCc1ccccn1)Nc1ccc(F)cc1F
1.1%	-15.8	S=C(Nc1ccc2nccnc2c1)N1CCCC1
-5.6%	-4.5	C/C(=C/c1ccccc1)C(=O)N1CCN(c2ccccc2F)CC1
u	x	COc1ccc(CC(NC(C)=O)C(=O)NC2CCN(C(=O)c3ccncc3)CC2)cc1OC (centres undefined)
-32.6%	-1.7	N#Cc1cccc(S(=O)(=O)NCC(=O)OCC(=O)c2ccc[nH]2)c1
u	x	CN(C)c1ccc(C(=S)N2CCCCCC2)cc1

The results go on:
S3 lipid droplet	S3 lipid droplet cell count max	structure
24.6%	-25.7	Cc1cc(O)c(C(C)C)cc1NC(=O)Cn1nc(C)c2ccccc2c1=O
-6.6%	-0.6	CCOc1ccccc1NC(=O)NC1CCCc2ccccc21 (centres undefined)
i	x	Cc1ccc(S(=O)(=O)N2CCC(C(=O)OC(C)C(=O)N3CCOCC3)CC2)cc1 (centres undefined)
-11.3%	-13.3	CSc1ncccc1C(=O)OCC(=O)c1cc(C)n(CC2CCCO2)c1C (centres undefined)
i	x	Cn1c2c(c(=O)n(C)c1=O)C(c1cc3c(cc1Br)OCO3)CC(=O)N2 (centres undefined)
-1.6%	x	COc1ccc(C(c2c(O)nc[nH]c2=O)c2c(O)nc[nH]c2=O)cc1
u	x	O=C(CCn1nnnc1CN1CCOCC1)N1CCC(c2ccccc2Cl)C1 (centres undefined)
u	x	Cc1ccccc1NC(=O)Nc1cc(-c2ccccc2)nn1C
u	x	Cc1cccc2cc(CN(CCN3CCOCC3)C(=O)NCc3ccccc3)c(=O)[nH]c12
17.1%	8.8	CC(C)=C(NC(=O)c1ccccc1)C(=O)Nc1cccc(C(=O)O)c1
9.3%	11.5	O=C(COc1ccc(Cl)cc1)NCc1nnc(SCC(=O)Nc2ccc3c(c2)OCCO3)o1
12.4%	-5.8	Cc1cccc(C)c1Nc1nnc(SCC(=O)NCc2ccco2)s1
u	x	CN(CC(=O)NC1(C)CCS(=O)(=O)C1)S(=O)(=O)c1ccc(Cl)cc1 (centres undefined)
u	x	COc1cccc(CCC(=O)Nc2cccc(S(=O)(=O)N3CCCC3)c2)c1OC
u	x	COc1ccc(S(=O)(=O)CCC(=O)NCCc2ccc(S(N)(=O)=O)cc2)cc1
5.0%	-0.2	COc1ccccc1N(CC(=O)NC(C)(C)C)C(=O)c1ccc(Cl)nc1
i	-4.2	COc1ccc(S(=O)(=O)Nc2cccc(-n3cnnn3)c2)cc1
u	x	O=C(O)C1CCCCC1C(=O)NCCc1ccc(F)cc1 (centres undefined)
-3.8%	-1.2	CC(C)N(C(=O)Cn1cc(SCC(=O)NCc2ccco2)c2ccccc21)C(C)C
-17.5%	-14.3	O=S1(=O)C[C@@H](O)[C@@H](Nc2ccccc2)C1
18.4%	1.6	CC(OC(=O)c1ccccc1NS(=O)(=O)c1cccc(N)c1)C(=O)N(C)Cc1ccccc1 (centres undefined)
15.4%	-11.9	CC(C)COP(=O)(OCC(C)C)C(O)c1ccccc1F (centres undefined)
u	x	O=C(c1ccc2nccnc2c1)N1CCN(Cc2ccc3c(c2)OCO3)CC1
10.2%	3.7	O=C(/C=C/c1ccc2c(c1)OCO2)N1CCOCC1
u	x	Cc1cnc(=O)[nH]c1SCC(=O)Nc1nccs1
-3.3%	-9.0	c1csc(CNc2ncnc3nc[nH]c23)c1
7.1%	2.5	CC(=O)N1CN(C2CCS(=O)(=O)C2)Cc2c1sc1c2CCCC1 (centres undefined)
17.2%	x	O=C(O)/C=C/C(=O)Nc1ccc(OCc2ccccc2)cc1
u	x	N#Cc1nc(/C=C/c2ccccc2)oc1NCCCN1CCOCC1
i	x	COc1ccc(-c2nc3ccccc3c(=O)n2CCc2ccc(O)cc2)cc1
u	x	COc1ccc(N=CC2=C(O)CC(c3ccccc3)CC2=O)c(OC)c1 (centres undefined)
-0.8%	10.4	CCc1nnc(NC(=O)c2cccc(S(=O)(=O)N3CCCC3)c2)s1
4.4%	8.4	O=C(N/N=C1\CCCCc2ccccc21)c1ccccn1
-1.2%	-4.6	O=C(Nc1ccc(N2CCN(C(=O)c3ccco3)CC2)cc1)c1ccccc1
i	19.1	COc1ccc(NC(=O)Nc2ccccc2F)c([N+](=O)[O-])c1
u	x	O=C(COc1cccc(NC(=O)c2ccccc2)c1)c1ccc(F)cc1
u	x	[O-]/C(=C(\C(=S)Nc1ccc(SC(F)F)cc1)[n+]1ccccc1)c1cc(Cl)ccc1Cl
-3.9%	0.6	C=CCN(Cc1nc(-c2ccc(OC)c(OC)c2)oc1C)C1CCS(=O)(=O)C1 (centres undefined)
7.6%	16.8	Cc1cc(SCC(=O)Nc2ccc(O)cc2)n2ncc(-c3ccccc3)c2n1
-14.7%	0.9	NC(=S)Nc1cccc2[nH]ncc12
u	x	CCOc1cnc(C(=O)NNC(=O)C(Br)C(C)C)o1 (centres undefined)
1.7%	5.8	O=C(CSc1nnc2ccc(-c3ccncc3)nn12)c1cccs1
u	x	COc1ccc(C(=O)CCN2CCN(c3ccc(OC)cc3)CC2)cc1
u	x	Oc1ccc(Cl)cc1N=Cc1sc2ccccc2c1Cl
i	x	NC(=O)C1CCN(C(=O)CSc2nc3c(c(-c4ccccc4)n2)CCCC3)CC1
16.1%	3.7	Cc1cc(C(=O)CSc2n[nH]c(N)n2)c(C)n1-c1ccc2c(c1)OCO2
u	x	O=C(Nc1ccc(C(=O)NCCCN2CCN(c3ccc(F)cc3)CC2)cc1)C1=CSCCO1
5.3%	5.7	CC(=O)C(Sc1nnnn1-c1ccc(O)cc1)c1ccccc1 (centres undefined)

Look-ups from the list:
Entry of O=C(NCc1ccccn1)Nc1ccc(F)cc1F under S3 lipid droplet: 0.7%
Entry of COc1ccc(N2CCN(c3nc4c(c(=O)n(C)c(=O)n4C)n3CCCc3ccccc3)CC2)cc1 under S3 lipid droplet: 18.8%

New compounds follow
S3 lipid droplet	S3 lipid droplet cell count max	structure
u	x	COc1ccc(-c2cc(-c3ccccc3)c(C#N)c(=S)[nH]2)cc1
9.0%	-0.5	CC(=O)n1cc([C@H]2C=C(C(=O)N3CCOCC3)O[C@@H](OCc3ccc(CO)cc3)C2)c2ccccc21
u	x	Cc1ccc(CN2C(=O)CCC2(C)C(=O)NCc2cccnc2)cc1 (centres undefined)
u	x	CN(Cc1cccs1)S(=O)(=O)c1cccs1
u	x	COC(=O)C1=CN(Cc2cccs2)C=C(C(=O)OC)C1c1cccc(OC)c1OC
u	x	CN(C)C(=O)c1nc2ccc(Cl)cn2c1CN1CCN(c2ncccn2)CC1
u	x	Cc1ccccc1Nc1nn2c(=O)c3ccccc3nc2s1
u	x	COc1cccc(C(=O)NC2CC3CCCC(C2)N3S(=O)(=O)c2ccccc2)c1 (centres undefined)
u	x	O=C(O)c1ccc(OCc2occc2C(=O)O)cc1
u	x	CC(=O)c1ccc(C(=O)NC2CCCN(Cc3ccccc3F)C2)cc1 (centres undefined)
u	x	CCN(C(=O)Cn1nc(C)n2c(cc3cc(C)ccc32)c1=O)c1ccccc1
u	x	COCC(C)OC(=O)/C(C#N)=C\c1coc2ccc(C)cc2c1=O (centres undefined)
